# HEK293 tox – cytotoxicity counter-screen for GLP-1 receptor inverse agonists | HEK293 cAMP-luciferase reporter cells, luminescence, 24 h | Potency, µM (titrated, usually from 38.3 µM), for the others: at the highest dose activity change, negative = inhibition, usual class: inhibitors | 0.13% of 410,000 active | AID 624418;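 note: loss of luciferase light is scored as toxicity; potency is the fitted concentration of half-maximal effect; % is set by controls: 0 for no effect and ±100 for the full control effect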
#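 Here, cytotoxicity is scored as loss of luminescence. The MLSMR collection was tested on cells seeded in medium containing 10% Nu serum, with a 24 hr compound exposure preceded by 12 hours of culture.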
# aSyn rescue – inhibitors of alpha-synuclein toxicity in yeast | Potency, µM (doses to about 46.1 µM), without a hit: at the highest dose growth rescue (activation), most hits filed as activators | AID 652106 | 0.14% of 370,000 active | Yeast expressing alpha-synuclein, growth rescue, BacTiter-Glo, 24 h; note: potency is the fitted concentration of half-maximal effect; % of control where 0% means no effect; nearly all actives have a fitted effect of over 65% in size
#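 Galactose-induced alpha-syn yeast (OD600=0.02, raffinose-pregrown) + pinned cpd, 24 hr, 30 deg C; growth by BacTiter-Glo luminescence. Growth restoration scores as activation.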
# GLP-1R inv ag – acts as inverse agonist at human GLP-1 receptor | P43220 | HEK293 GLP-1R CRE-luciferase, luminescence, 24 h; GLP-1R form is constitutively active | Potency, µM (series often up to 38.3 µM), without a hit: at the top dose activity change, negative = inhibition, most hits filed as inhibitors | 1.6% of 410,000 active; note: potency is the fitted concentration of half-maximal effect; % is set by controls: 0 for no effect and ±100 for the full control effect; nearly all actives have a fitted effect of over 55% in size
# Target sequence (P43220 whole entry, looked up): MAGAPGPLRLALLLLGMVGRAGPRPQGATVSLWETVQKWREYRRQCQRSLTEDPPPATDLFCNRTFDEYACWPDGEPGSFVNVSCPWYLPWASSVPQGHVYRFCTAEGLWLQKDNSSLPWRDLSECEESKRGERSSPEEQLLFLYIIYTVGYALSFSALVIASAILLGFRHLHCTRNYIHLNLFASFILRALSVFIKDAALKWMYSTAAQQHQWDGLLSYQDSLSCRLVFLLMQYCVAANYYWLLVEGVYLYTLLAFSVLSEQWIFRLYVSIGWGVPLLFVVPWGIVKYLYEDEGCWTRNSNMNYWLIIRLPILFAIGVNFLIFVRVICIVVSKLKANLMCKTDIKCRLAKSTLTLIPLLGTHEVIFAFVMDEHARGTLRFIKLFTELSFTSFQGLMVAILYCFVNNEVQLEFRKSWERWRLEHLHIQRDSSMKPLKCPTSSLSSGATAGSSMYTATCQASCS
#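 Using stably transfected HEK293 (constitutively active GLP-1R, cAMP-luciferase reporter), compounds were incubated 24 hr and luciferase measured by luminescence.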
# D3 antag – antagonists of human D3 dopamine receptor; AID 652054; max response, negative = inhibition, %; 2.5% of 360,000 active; P35462; D3R cells, DiscoveRx beta-arrestin luminescence, antagonist mode; stronger effect = lower value; in the data active = max response below about -50%; inconclusive = no clear call, values can overlap the other calls; note: % is set by controls: 0 for no effect and ±100 for the full control effect; mostly tested at two doses, the higher about 12 µM
#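 Cells expressing the human receptor were seeded at 1500 cells/well, incubated overnight at 37 degrees C in 5% CO2, then exposed to library compounds with dopamine controls for 90 minutes at 37 degrees C before luminescent detection.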
# PTHR1 agonist – agonists of human PTHR1 parathyroid hormone receptor. Q03431. HEK293 GP2 PTHR1 cells, GloSensor cAMP luminescence, 1 h. Potency, µM (highest dose often 115 µM), for inactives: at the highest dose activation, most hits filed as activators. 0.075% of 410,000 active. AID 743266; note: potency is the fitted concentration of half-maximal effect; nearly all actives have a fitted effect of over 55% in size; some results filed as inactive show a strong effect at the top dose; inactives centre near -15; many of its hits are not listed in these tables
# Target sequence (Q03431 whole entry, looked up): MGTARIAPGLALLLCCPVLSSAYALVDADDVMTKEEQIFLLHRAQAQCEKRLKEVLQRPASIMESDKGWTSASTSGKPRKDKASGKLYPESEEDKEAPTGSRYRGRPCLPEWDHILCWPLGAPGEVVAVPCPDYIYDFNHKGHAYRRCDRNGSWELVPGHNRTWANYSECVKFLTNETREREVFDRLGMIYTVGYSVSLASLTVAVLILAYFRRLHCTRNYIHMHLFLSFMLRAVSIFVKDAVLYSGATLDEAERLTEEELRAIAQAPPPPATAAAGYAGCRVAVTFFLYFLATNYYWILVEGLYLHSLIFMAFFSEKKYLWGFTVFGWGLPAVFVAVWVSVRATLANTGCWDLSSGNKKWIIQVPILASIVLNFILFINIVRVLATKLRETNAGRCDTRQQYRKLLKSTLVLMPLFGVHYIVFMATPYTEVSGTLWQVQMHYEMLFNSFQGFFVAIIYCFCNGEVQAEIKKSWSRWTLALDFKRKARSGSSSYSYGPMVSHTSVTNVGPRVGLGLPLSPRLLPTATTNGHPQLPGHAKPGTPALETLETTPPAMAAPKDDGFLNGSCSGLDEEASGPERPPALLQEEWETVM
#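 HEK-293-derived GP2 cells expressing PTHR1 and a GloSensor cAMP reporter, 3,000/well, plated overnight, given luciferin plus IBMX (each 0.5 mM as added) for 1 h at 37 °C, then compound for 1 h at 37 °C. Luminescence was read after 15 min at room temperature.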
# GLP-1R agonist – activates the human GLP-1 receptor; Potency, µM (top dose mostly 45.6 µM), without a hit: at the top dose activation, actives largely listed as activators; P43220; HEK293 GLP-1R CRE-luciferase, luminescence, 4-6 h; cells express a hypersensitive GLP-1R form; 0.007% of 380,000 active; note: potency is the fitted concentration of half-maximal effect; % of control where 0% means no effect
# TDP-43 yeast inh – rescues yeast growth from TDP-43 toxicity; TDP-43 expressing yeast growth rescue, BacTiter-Glo, 24 h; Potency, µM (highest dose often 46.1 µM), for inactives: top-dose growth rescue (activation), usual class: activators; 1.8% of 410,000 active; AID 652104; note: potency is the fitted concentration of half-maximal effect; % of control where 0% means no effect; nearly all actives have a fitted effect of over 50% in size
#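 Cell-based yeast growth screen: TDP-43 expression induced in galactose, inoculum OD600=0.02 after raffinose pregrowth to mid-log. Read-out BacTiter-Glo luminescence at 24 hr, 30 deg C; inhibition of toxicity seen as signal increase.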
# DRD3 agonist – agonists of human D3 dopamine receptor; D3R DiscoveRx beta-arrestin cells, luminescence, 90 min; 0.58% of 410,000 active; max activation, %; in the data active = max activation above about 30%; note: 0% is about no effect; mostly tested at two doses, the higher about 12 µM
#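 Cells at 1500/well, incubated overnight, then treated with pinned compounds (dopamine as control) for 90 min at 37 degrees C. DiscoveRx reagent added for 30 - 60 minutes at room temperature; luminescence read.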
# KB-V1 MDR tox – KB-V1 MDR subline cytotoxicity; KB-V1 MDR cells viability, CellTiter-Glo, 72 h; Potency, µM (titrated, usually from 46.1 µM), for inactives: at the top dose activity change, negative = cytotoxicity, hits mostly cytotoxic; 3.4% of 400,000 active; note: potency is the fitted concentration of half-maximal effect; % is set by controls: 0 for no effect and ±100 for the full control effect; nearly all actives have a fitted effect of over 60% in size
#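 KB-V1 MDR subline cells in DMEM (phenol-red free, 10% FBS) exposed to compounds in qHTS concentration series for 72 h at 37 degrees C. Viability read by CellTiter-Glo luminescence; concentration-effect curves fitted after normalization and correction.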
# * marks the source's active call; other numbers are inactive results; i = inactive; ? = inconclusive; . = not tested or not shown; [ ] = remark or other dose. Unless noted, calls come from the whole dose curve; as a rule, active = well fitted curve in the direction sought with a large enough effect; inconclusive = small, poorly fitted or top-dose-only effect, or another doubt; inactive = no such curve, though single readings can be large; an effect the other way counts as inactive or inconclusive. A portion of the library; rates above refer to the full screens.
SMILES,HEK293 tox,aSyn rescue,GLP-1R inv ag,D3 antag,PTHR1 agonist,GLP-1R agonist,TDP-43 yeast inh,DRD3 agonist,KB-V1 MDR tox
CC1NC(C)c2c(ccc3ccccc23)O1 (stereo not drawn),-5%,-2%,-23%,-21,?,3%,-12%,-3,0%
O=C1CSC2(C(=O)N(Cc3cccc(F)c3)c3ccccc32)N1c1cccc(C(F)(F)F)c1 (stereo not drawn),-4%,?,?,.,-23%,8%,22µM*,-12,13µM*
CCOc1ccc(NC(=O)COc2ccc3c(c2)OCO3)cc1,7%,7%,-6%,6,-2%,20%,?,6,?
C#CC1(NC(=S)Nc2cccc(OC)c2)CCCCC1,-27%,1%,-10%,33,-22%,-1%,0%,3,-12%
O=C(NC1(C(F)(F)F)NC(=O)N(CC2CCCCC2)C1=O)c1ccco1 (stereo not drawn),-7%,23%,-18%,-51*,-18%[57.5 µM],-1%,-3%,-3,-17%
COc1ccc(N(C)S(=O)(=O)c2cccc(C(=O)Nc3cccc(C(=O)NC4CC4)c3)c2)cc1,-16%,-1%,?,38,-73%[inhibitor],-1%,0%,-1,-15%
COC(=O)c1ccc2nc(-c3cccc(Br)c3)c(Cc3ccc(OC)cc3C)n2c1,-16%,8%,-12%,-26,i,-6%,22%,-7,-4%
O=C(CSc1nc2ccccc2s1)NCCCN1CCOCC1,3%,-2%,-8%,-7,-1%[57.5 µM],-4%,-12%,0,22%
Cc1nn(-c2ccccc2)c(C)c1/C=C/C(=O)OCC(=O)N(C)C1CCS(=O)(=O)C1 (stereo not drawn),-9%,0%,25%,-16,i,-2%,6%,-7,0%
COc1ccc(Cl)cc1S(=O)(=O)N1CCN=C1C,5%,7%,5%,14,?,-1%,3%,4,-12%
CC(C)c1nc2sc3c(SCC(=O)NCc4ccco4)ncnc3c2c2c1CCC2,-17%,20%,72%[activator],-15,i,28%,5%,4,-19%
COc1ccc(N2CC(C(=O)Nc3nnc(SCC(=O)N4CCCC4)s3)CC2=O)cc1 (stereo not drawn),-1%,-1%,6%,-4,-3%,-2%,10%,7,-62%

# Reformatted with values under each structure: two of the compounds above.
# The line under a structure holds: HEK293 tox | aSyn rescue | GLP-1R inv ag | D3 antag | PTHR1 agonist | GLP-1R agonist | TDP-43 yeast inh | DRD3 agonist | KB-V1 MDR tox
- COc1ccc(Cl)cc1S(=O)(=O)N1CCN=C1C
 : 5% | 7% | 5% | 14 | ? | -1% | 3% | 4 | -12%
- CC(C)c1nc2sc3c(SCC(=O)NCc4ccco4)ncnc3c2c2c1CCC2
 : -17% | 20% | 72%[activator] | -15 | i | 28% | 5% | 4 | -19%

# Remaining list, next part.
SMILES,HEK293 tox,aSyn rescue,GLP-1R inv ag,D3 antag,PTHR1 agonist,GLP-1R agonist,TDP-43 yeast inh,DRD3 agonist,KB-V1 MDR tox
Cc1ccc(C(C)C)c(OCC(=O)NNC2=CC(=O)CC(C)(C)C2)c1,8%,-5%,?,-11,i,0%,-16%,-6,-14%
COc1ccc(C2CC(=O)N(Cc3ccc(C)cc3)c3c2c(C)nn3-c2nc(C)cc(C)n2)c(OC)c1 (stereo not drawn),0%,.,3%,.,6%,.,21%[9.22 µM],-6,0%
CCCc1c(C(=O)Nc2ccc(C(F)(F)F)cc2)cnn1-c1ccccc1,-13%,-2%,?,-2,-37%[inhibitor],6%,11%,-6,-5%
Cc1cccc(CN2CCN(CC(=O)Nc3c(C)cccc3C)S2(=O)=O)c1,2%,.,7%,.,-25%,.,6%,-11,-6%
O=C(COc1ccc(S(=O)(=O)N2CCCC2)cc1[N+](=O)[O-])N1CCCCC1,8%,1%,15%,-6,-20%,-4%,9%,3,-20%
CCOc1ccc(-c2nnc3ccc(SCc4ccc(C(=O)OC)o4)nn23)cc1,5%,2%,10%,34,-14%[57.5 µM],13%,-4%,14,-26%
CSc1nccc(-c2sc(SC)c(C#N)c2-c2ccccc2)n1,-1%,-1%,-15%,3,-13%,-7%,1%,-1,?
CCCc1[nH]nc2c1C1(CCN(C(=O)OCc3ccccc3)CC1)C(C#N)=C(N)O2,-10%,8%,26%,28,-14%[57.5 µM],-1%,-5%,17,?
COc1ccc(NS(=O)(=O)c2cccc(C(=O)NNC(=O)NCCCl)c2)cc1,10%,0%,4%,9,i,-2%,21%[9.22 µM],1,10%
Cn1c(Cc2ccccc2)nnc1SCCC(=O)Nc1ccccc1,9%,-6%,0%,-23,i,-8%,14%,3,-9%
CCc1cccc(NC(=O)CN(C)C2=NS(=O)(=O)c3ccccc32)c1,3%,3%,-6%,3,i,1%,17%,3,-7%
O=C(NC(=S)Nc1ccccc1)c1cc(-c2ccccc2)nc2ccccc12,14%,-1%,?,-125*,i,-15%,-6%,-9,8%

# Rewritten field by field: entries from further up
> Cc1cccc(CN2CCN(CC(=O)Nc3c(C)cccc3C)S2(=O)=O)c1
  HEK293 tox: 2%
  aSyn rescue: .
  GLP-1R inv ag: 7%
  D3 antag: .
  PTHR1 agonist: -25%
  GLP-1R agonist: .
  TDP-43 yeast inh: 6%
  DRD3 agonist: -11
  KB-V1 MDR tox: -6%

> O=C(NC(=S)Nc1ccccc1)c1cc(-c2ccccc2)nc2ccccc12
  HEK293 tox: 14%
  aSyn rescue: -1%
  GLP-1R inv ag: ?
  D3 antag: -125*
  PTHR1 agonist: i
  GLP-1R agonist: -15%
  TDP-43 yeast inh: -6%
  DRD3 agonist: -9
  KB-V1 MDR tox: 8%

> COc1ccc(C2CC(=O)N(Cc3ccc(C)cc3)c3c2c(C)nn3-c2nc(C)cc(C)n2)c(OC)c1 (stereo not drawn)
  HEK293 tox: 0%
  aSyn rescue: .
  GLP-1R inv ag: 3%
  D3 antag: .
  PTHR1 agonist: 6%
  GLP-1R agonist: .
  TDP-43 yeast inh: 21%[9.22 µM]
  DRD3 agonist: -6
  KB-V1 MDR tox: 0%

> Cc1ccc(C(C)C)c(OCC(=O)NNC2=CC(=O)CC(C)(C)C2)c1
  HEK293 tox: 8%
  aSyn rescue: -5%
  GLP-1R inv ag: ?
  D3 antag: -11
  PTHR1 agonist: i
  GLP-1R agonist: 0%
  TDP-43 yeast inh: -16%
  DRD3 agonist: -6
  KB-V1 MDR tox: -14%

# (next part)
SMILES,HEK293 tox,aSyn rescue,GLP-1R inv ag,D3 antag,PTHR1 agonist,GLP-1R agonist,TDP-43 yeast inh,DRD3 agonist,KB-V1 MDR tox
COc1cc(OC)cc(C(=O)NC(C(=O)NCCc2ccccn2)C(C)C)c1 (stereo not drawn),6%,1%,-2%,4,-13%,5%,11%,-5,3%
COc1ccc(NC(=O)C2CC3C=CC2C3)c([N+](=O)[O-])c1 (stereo not drawn),54%,0%,28%,-14,-23%,-3%,12%,-1,21µM*
O=C(N/N=C/c1cc(Br)c(Br)o1)C(O)c1ccccc1 (stereo not drawn),12%,0%,22%,-5,i,12%,-11%,-12,3%
CC(c1ccccc1)N1C(=O)c2ccc(C(=O)Nc3ccccc3C(=O)O)cc2C1=O (stereo not drawn),-24%,-17%,52%[activator],105,-34%[inhibitor],0%,8%,32*,-13%
CCOc1ccc(CC(=O)Nc2c(C(=O)c3ccccc3)oc3ccc(OC)cc23)cc1OCC,3%,.,1%,.,i,0%,6%,3,0%
CCn1c(COc2c(C)cccc2C)nnc1SCC(=O)N1CCN(c2ccccc2)CC1,2%,12%,?,17,-17%[57.5 µM],-19%,9%,-1,?
Cc1cc(Cl)ccc1OCC(=O)NNC(=O)C1CCCO1 (stereo not drawn),-3%,1%,3%,4,i,1%,-9%,8,-1%
CC(C)CC(=O)N1CCN(C(=O)c2ccco2)CC1,21%,-4%,5%,3,-20%,3%,11%,-4,-13%
CCC1(CC)N([O-])C(C)=C(c2ccccc2)[N+]1=O,3%,1%,-2%,0,i,-6%,23%,0,?
COC(=O)c1ccc(NC(=O)CC2C(=O)N(c3cccc(OC)c3)C(=O)N2Cc2cccs2)cc1 (stereo not drawn),1%,.,1%,.,i,.,13%,7,.
O=C(N/C=N/OCc1ccc(Cl)cc1Cl)NOCc1c(Cl)cccc1Cl,4%,13%,1%,?,-8%[57.5 µM],8%,0%,-13,?
COc1ccc(CSCCc2n[nH]c(=S)n2-c2ccccc2)cc1,11%,2%,0%,-18,i,9%,15%[9.22 µM],-1,?
CCN(C(=O)CSc1nc2ccccc2c(=O)n1-c1ccccc1F)C1CCS(=O)(=O)C1 (stereo not drawn),-1%,1%,12%,-24,-3%,19%,10%,-5,-1%
CCOC(=O)N1CCN(CC(=O)Nc2c(C(=O)OC)[nH]c3cc(C)ccc23)CC1,-11%,0%,8%,4,-21%,6%,9%,29,-16%
C[C@]12CC[C@H](O)CC1=CCC1C2CC[C@@]2(C)C1CCC21OCCO1 (stereo partly drawn),-4%,14%,33%[activator],28,i,8%,-9%,7,?
COc1ccc2cc(CCNC(=O)c3ccc4c(c3)OCO4)c(=O)[nH]c2c1,-21%,-10%,-20%,-3,i,8%,-2%,-5,2%
COc1ccc(COC(=O)C2=C(C)NC(=O)NC2c2cc(Br)c(O)c(OC)c2)cc1 (stereo not drawn),-18%,-2%,47%[activator],15,-13%,17%,9%,1,3%
Cc1cc(C(=O)COC(=O)c2ccccc2NCCO)c(C)n1CC1CCCO1 (stereo not drawn),?,9%,?,10,-23%,-2%,19%,-9,-4%
C[C@]12CC[C@H](O)CC1=CCC1C2CC[C@@]2(C)C1CC[C@@H]2NC(=O)[C@@H](N)Cc1cnc[nH]1 (stereo partly drawn),-11%,4%,6%,12,i,5%,-54%[inhibitor],1,5%
Clc1cccc(/C=N/Nc2nnc(Cl)c3ccccc23)c1,3%,-4%,10%,-2,-10%[57.5 µM],2%,3%,-1,2%

# Screening data (PubChem)
